Assay outcomes as filed in PubChem.
USP1-UAF1 inh = USP1/UAF1 (human) deubiquitinase inhibition; O94782; recombinant USP1/UAF1, Ub-Rhodamine cleavage fluorescence; Potency, µM (series often up to 57.1 µM), inactives show top-dose activity change, negative = inhibition, hits mostly inhibitors; 0.23% of 390,000 active; AID 743255; further: potency means the concentration at half of the fitted maximal effect; on the % scale 0 is the no-effect control and ±100 the full control effect; nearly all actives have a fitted effect of over 60% in size; inactives centre near -12
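USP1/UAF1 complex (1 nM) preincubated 15 min at room temperature with compound, then Ub-Rho substrate (150 nM final) added. Kinetic fluorescence at 480/540 nm over 6 reads at 60 s intervals; 50 mM HEPES pH 7.8, 0.5 mM EDTA, 0.1 mg/ml BSA, 1 mM TCEP, 0.01% Tween-20.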
TRHR PAM = TRH receptor (human) allosteric enhancement. enhancement, % at 2 µM. 0.66% of 360,000 active. AID 493056. TRHR cells, fluo-8 calcium fluorescence, EC20 TRH enhancement. P34981; in the data active means enhancement above about 30%; further: 0% is about no effect
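Enhancer read-out: after compound pinning and an initial kinetic agonist-mode read, an EC20 of TRH (10 nM final) was injected and fluo-8 calcium signal (Ex 480/Em 530) followed at 1 s/cycle for 100 cycles in TRHR-expressing cells.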
rTrxR1 inhibitor = inhibitors of rat thioredoxin reductase 1; O89049; recombinant rTrxR1, NADPH fluorescence consumption, selenite substrate; Potency, µM (highest dose often 114 µM), for inactives: at the top dose activity change, negative = inhibition, most hits filed as inhibitors; 1% of 390,000 active; AID 588453; further: potency means the concentration at half of the fitted maximal effect; on the % scale 0 is the no-effect control and ±100 the full control effect; nearly all actives have a fitted effect of over 65% in size
Target sequence (O89049 whole entry, looked up): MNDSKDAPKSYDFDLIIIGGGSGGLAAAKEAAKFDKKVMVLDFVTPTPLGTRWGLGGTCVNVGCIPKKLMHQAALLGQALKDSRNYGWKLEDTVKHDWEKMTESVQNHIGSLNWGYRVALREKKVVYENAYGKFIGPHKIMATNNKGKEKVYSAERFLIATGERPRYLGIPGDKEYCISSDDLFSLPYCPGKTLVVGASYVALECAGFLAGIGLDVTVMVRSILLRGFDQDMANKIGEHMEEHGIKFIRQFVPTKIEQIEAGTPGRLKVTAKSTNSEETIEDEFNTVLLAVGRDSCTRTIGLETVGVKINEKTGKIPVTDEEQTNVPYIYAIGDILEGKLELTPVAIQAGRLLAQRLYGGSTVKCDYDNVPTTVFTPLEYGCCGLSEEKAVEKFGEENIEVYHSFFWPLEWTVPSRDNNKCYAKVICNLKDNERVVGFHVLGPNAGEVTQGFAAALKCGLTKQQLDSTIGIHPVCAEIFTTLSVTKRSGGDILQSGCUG
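Rat TrxR1 (90 nM in the dispensed reagent) was pre-reduced with 400 uM NADPH for 5 min at room temperature, then incubated with compound for 15 min. After 400 uM selenite was added, NADPH fluorescence (Ex 340/Em 450 nm) was followed for 8 min.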
TrxR1 substrate = substrates of rat thioredoxin reductase 1. purified TrxR1 substrate turnover, NADPH consumption readout. AID 588456. Potency, µM (series often up to 114 µM), inactives show at the highest dose activity change, negative = substrate turnover. O89049. 0.01% of 390,000 active; further: potency means the concentration at half of the fitted maximal effect; on the % scale 0 is the no-effect control and ±100 the full control effect; nearly all actives have a fitted effect of over 50% in size
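Rat TrxR1, dispensed at 90 nM, was prereduced with 400 uM NADPH (final) for 5 min at ~22 deg C, then incubated with compound 15 min before 400 uM selenite. A first-read NADPH fluorescence drop versus no-compound background flagged substrates.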
D2 antag = antagonists of human D2 dopamine receptor; P14416; HEK293 TREx D2 cells, calcium flux, dopamine EC80; inhibition, % at 10 µM; 2% of 340,000 active; in the data active means inhibition above about 30%; further: 0% is about no effect
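Overnight-induced (tetracycline, 30 C) HEK293 T-REx cells carrying force-coupled D2 receive a no-wash calcium dye, then compound, then EC80 dopamine at 180 s; signals are read kinetically throughout.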
IDH1 R132H inh = inhibitors of human mutant IDH1 R132H; Potency, µM (doses to about 76.6 µM), inactives show top-dose activity change, negative = inhibition, hits mostly inhibitors; O75874; IDH1-R132H enzyme, NADPH consumption, diaphorase/resazurin fluorescence; 0.093% of 390,000 active; AID 602179; further: potency means the concentration at half of the fitted maximal effect; on the % scale 0 is the no-effect control and ±100 the full control effect; nearly all actives have a fitted effect of over 65% in size
Target sequence (O75874 whole entry R132H, stated change not applied): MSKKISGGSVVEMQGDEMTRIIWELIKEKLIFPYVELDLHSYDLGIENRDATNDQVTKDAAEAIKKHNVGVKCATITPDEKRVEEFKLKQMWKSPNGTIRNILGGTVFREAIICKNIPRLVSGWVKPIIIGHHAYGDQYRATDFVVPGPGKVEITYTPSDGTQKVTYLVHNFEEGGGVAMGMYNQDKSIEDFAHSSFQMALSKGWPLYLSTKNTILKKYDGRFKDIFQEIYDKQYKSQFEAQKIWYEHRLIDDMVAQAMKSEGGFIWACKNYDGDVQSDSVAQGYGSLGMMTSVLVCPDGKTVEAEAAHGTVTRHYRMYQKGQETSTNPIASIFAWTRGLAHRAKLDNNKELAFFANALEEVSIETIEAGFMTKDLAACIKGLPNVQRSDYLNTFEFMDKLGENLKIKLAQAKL
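IDH1-R132H (0.5 ug/mL) preincubated 30 min with compound, then NADPH (0.016 mM) and alpha-KG (2 mM) added; 80 min at RT, pH 7.5. Remaining NADPH coupled via diaphorase/resazurin to fluorescence (540/590 nm); concentration-response curves normalized to no-enzyme control.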
TRHR agonist = TRH receptor (human) agonism; TRHR cells, calcium flux fluo-8, FDSS agonist mode; 0.18% of 360,000 active; activation, % at 2 µM; in the data active means activation above about 30%; further: 0% is about no effect
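Fluo-8-loaded TRHR cells; 10 s baseline, compound added, kinetic Ca2+ fluorescence read 1/s, agonist mode.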
D2 agonist = D2 dopamine receptor (human) agonism; HEK293 T-REx D2 cells, calcium flux agonist mode; activation, % at 2 µM; P14416; 0.53% of 340,000 active;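 active means activation over 3 SD above normal in the single-dose calcium agonist read, cut at about 30% in these data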; further: 0% is about no effect
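Agonism scored from kinetic calcium signal (1 read/sec, 180 s) following compound pin transfer, after a 10 s baseline. Cells: HEK293 Trex line expressing inducible D2 receptor coupled to calcium, dye-loaded after overnight culture at 30 C.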
PI4K2A block = inhibitors of human PI4K2A; activity change, negative = inhibition, % at 76.9 µM; Q9BTU6; purified PI4K2A, ADP-Glo luminescence, 1 h; active compounds read low; 0.13% of 420,000 active; in the data active means activity change below about -50%; inconclusive means mostly about -30% to -49%;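 further: -100% = wells without enzyme as full effect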
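Compounds are screened against recombinant PI4K2A using PI as substrate and ATP, the latter dispensed at 300 microM. Reactions run one hour at ambient temperature before ADP-Glo detection; full inhibition defined by wells lacking enzyme.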
* = called active by the depositor; ? = inconclusive; . = no result given; & = joins results of further samples; [ ] = remark or other dose. Unless noted, the call rests on the fitted dose curve; in most records, active means well fitted inhibition curve with a large enough effect; inconclusive means small, poorly fitted or top-dose-only effect; inactive means no such curve, though single readings can be large or run the other way.

Sample of the layout, six compounds:
SMILES	USP1-UAF1 inh	TRHR PAM	rTrxR1 inhibitor	TrxR1 substrate	D2 antag	IDH1 R132H inh	TRHR agonist	D2 agonist	PI4K2A block
CCOC(=O)Nc1ccccc1C(=O)Nc1cc(C)cc(C)c1	-13%	0	18%[57.1 µM]	10%[57.1 µM]	-21	25%	-1.3	0.4	-3
Cc1cc(C)cc(N(CC(=O)NC2CCCCC2)C(=O)CCCC(=O)Nc2ccccn2)c1	2%	-4	5%[57.1 µM]	-4%[57.1 µM]	-27	-2%	-0.9	-1.2	2
NC(=S)n1[nH]c(-c2ccc([N+](=O)[O-])cc2)c(N=Nc2ccccc2[N+](=O)[O-])c1=O	-15%	11	20%	4%	20	8%	1.1	1.4	-6
CCN(CC)S(=O)(=O)c1cccc(NC(=O)CN2C(=O)NC3(CCOc4ccccc43)C2=O)c1 (stereo unspecified)	-33%	-3	4%[57.1 µM]	-9%[57.1 µM]	12	2%	1.8	1.0	2
O=C(NC1CCN(Cc2ccccc2)CC1)c1ccccc1	-5%	-5	16%	-4%	74*	-8%	-0.1	-0.5	1
O=C(O)c1ccc(S(=O)(=O)NC2CC2)cc1	-4%	9	11%	-3%	11	10%	0.3	1.5	5

Main list (from the top)
SMILES	USP1-UAF1 inh	TRHR PAM	rTrxR1 inhibitor	TrxR1 substrate	D2 antag	IDH1 R132H inh	TRHR agonist	D2 agonist	PI4K2A block
CCOC(=O)Nc1ccccc1C(=O)Nc1cc(C)cc(C)c1	-13%	0	18%[57.1 µM]	10%[57.1 µM]	-21	25%	-1.3	0.4	-3
Cc1cc(C)cc(N(CC(=O)NC2CCCCC2)C(=O)CCCC(=O)Nc2ccccn2)c1	2%	-4	5%[57.1 µM]	-4%[57.1 µM]	-27	-2%	-0.9	-1.2	2
NC(=S)n1[nH]c(-c2ccc([N+](=O)[O-])cc2)c(N=Nc2ccccc2[N+](=O)[O-])c1=O	-15%	11	20%	4%	20	8%	1.1	1.4	-6
CCN(CC)S(=O)(=O)c1cccc(NC(=O)CN2C(=O)NC3(CCOc4ccccc43)C2=O)c1 (stereo unspecified)	-33%	-3	4%[57.1 µM]	-9%[57.1 µM]	12	2%	1.8	1.0	2
O=C(NC1CCN(Cc2ccccc2)CC1)c1ccccc1	-5%	-5	16%	-4%	74*	-8%	-0.1	-0.5	1
O=C(O)c1ccc(S(=O)(=O)NC2CC2)cc1	-4%	9	11%	-3%	11	10%	0.3	1.5	5
Cc1nc(Sc2ccccc2)c(C#N)cc1-c1ccccc1	-17%	.	11%	3%	.	1%	.	.	1
CCOC(=O)c1ccc(NC(=S)N2CCCC2)cc1	1%	3	-3%	-4%	6	1%	-0.1	0.1	7
Cc1cccc(-c2oc3ccccc3c2C#CCCCCO)c1	-26%	1	-6%	24%	3	16%	1.0	1.2	-2
NC(=O)c1oc2ccccc2c1NC(=O)c1ccco1	-20%	-8	6%	-3%	0	0%	1.5	0.2	2
Cn1c(C(=O)OCC(=O)NCC2CCCO2)cc2sccc21 (stereo unspecified)	-10%	-2	-18%	-1%	-6	5%	0.0	0.4	-1
COc1cc(NC(=O)c2ccccc2)c(OC)cc1NC(=O)Cc1ccc(Br)cc1	-13%	-6	3%	-5%	5	-2%	-0.5	1.5	2
Cc1cccc(CCN(Cc2cc3cccc(C)c3[nH]c2=O)C(=O)N2CCOCC2)c1	-12%	7	10%	10%	10	5%	-0.5	0.4	0
Cc1ccc(-c2cc(-c3ccco3)c(C#N)c(=O)[nH]2)cc1	-15%	7	-48%	28%[57.1 µM]	0	1%	2.0	1.8	-2
NC(=O)c1ccccc1NC(=O)CCn1c(=S)oc2ccccc21	-11%	1	7%	-5%	-1	-1%	-0.2	-0.6	3
CCOC(=O)CC1(NC(=O)C2CCC(=O)N(CCc3ccc(OC)cc3)C2)CCCCC1 (stereo unspecified)	?	-6	24%	8%	-13	10%	-1.8	1.3	-2
C[C@H](CO)N1C[C@H](C)[C@@H](CN(C)S(=O)(=O)c2ccc(Cl)cc2)Oc2ccc(NS(=O)(=O)c3ccccc3)cc2CC1=O	-19%	.	16%[57.1 µM]	7%	.	12%	.	.	0
Cc1cnc(NC(=O)c2cc3c(C)nn(Cc4ccccc4Cl)c3s2)s1	-26%	0	33%	24%	-5	0%	2.2	-0.5	3
CC(C)OC(=O)Cn1cc(C#N)c2ccccc21	-5%	2	1%[57.1 µM]	5%[57.1 µM]	-10	19%	0.3	1.0	2
COc1cc(C(CCN2CCN(c3ccccc3)CC2)c2c(OC)cc(OC)c3c(C)cc(=O)oc23)cc(OC)c1OC (stereo unspecified)	?	0	27%[57.1 µM]	-5%&0%	12	-12%	-0.1	25	-4
O=C(C1CCN(S(=O)(=O)c2ccc(Cl)cc2)CC1)N1CCCC1	-21%	-6	0%	-4%	-2	1%	0.7	0.0	4
COc1ccc(OC)c(-c2csc(NC(=O)Cc3ccccc3OC)n2)c1	-14%	17	34%[57.1 µM]	9%[57.1 µM]	-1	2%	0.6	0.3	-4
COc1ccc(C2/C(=C(/O)c3cnn(-c4ccccc4)c3C)C(=O)C(=O)N2CCN(C)C)cc1OC (stereo unspecified)	-21%	.	?	-5%	.	0%	.	.	-2
O=C(Nc1nc2ccc(F)cc2s1)c1cccs1	-19%	2	10%	12%[57.1 µM]	-23	19%	-0.5	0.8	-12
C=CCOC(=O)CN1C(=O)c2ccccc2C1=O	-20%	-10	-4%	-1%	-3	1%	-0.5	-0.5	-6
COc1ccc(N(C)C(=O)c2sc(Cl)nc2C)cc1	-10%	-4	-12%	-2%	.	4%	-1.9	.	1
Cc1noc(C)c1COC(=O)c1ccc(-c2nc3ccccc3s2)s1	-8%	-2	49%[activator]	63%[activator]	-4	-3%	0.0	0.5	6
O=c1cc(CO)oc(C(Nc2ccccn2)c2cccc(F)c2)c1O (stereo unspecified)	4%	1	20µM*	-2%	4	-5%	0.1	1.0	-5
Cc1nnc(C)n1/N=C/c1cccc(Oc2ccccc2)c1	3%	-5	10%	3%	29	15%	-0.4	-0.7	3
CCCc1ccc(OC(=O)CSc2nnc(-c3cccs3)o2)cc1	-13%	9	-8%	-8%	.	6%	0.2	0.4	4
COc1cccc(OCC(O)CN2CCC(Cc3ccccc3)CC2)c1 (stereo unspecified)	-15%	-2	0%	3%	-10	9%	0.5	10	0
O=C(c1cnccn1)N(c1ccccc1)C1(C(=O)NC2CCCCC2)CCCCC1	-3%	-13	-1%	3%	-14	7%	-0.1	0.1	1
Cc1ccc(C)n1-c1nnc(N2CCC(C(=O)NCCCN3CCN(C)CC3)CC2)s1	-7%	-1	-2%[57.1 µM]	4%[57.1 µM]	-14	-3%	0.5	0.3	-2
COc1ccc(NC(=O)CSc2oc(-c3ccco3)nc2S(=O)(=O)c2ccc(Br)cc2)c(OC)c1	-6%	18	?	5%[2.29 µM]	.	0%	-0.3	-2.1	-2
Cc1ccc(N=CC=C2OC(C)(C)C(C)(C)O2)c(C)c1	-3%	4	-3%[57.1 µM]	11%	.	7%	-0.2	.	-3
O=C1CC(c2cccs2)c2cc3c(cc2N1)OCCO3 (stereo unspecified)	8%	0	5%	6%	-4	-1%	-1.6	-0.5	2
COc1ccc(Oc2cc(C)nc(Cl)n2)nn1	-4%	3	20%	3%	-19	-16%	-0.2	0.6	-5
CCCCOc1ccc(C(=O)Nc2nc3c(s2)CC(C)CC3)cc1 (stereo unspecified)	-18%	3	31%	0%	.	10%	0.6	.	-3
CSc1ccc(CN(C)CC(=O)NCc2ccc(F)cc2)cc1	-13%	-1	26%[57.1 µM]	-13%	-15	4%	0.6	-0.1	2
CCC(=O)c1cc(F)c(N2CCN(C(=O)c3ccco3)CC2)cc1C	-16%	-2	18%[57.1 µM]	4%[57.1 µM]	13	9%	0.6	-0.1	-8
O=C(NCCCN1CCCC1=O)Nc1ccc(Br)cc1Cl	-12%	-4	15%	8%	1	1%	-0.3	0.2	-3
CC(C)OCCCNC(=O)C1CCN(S(=O)(=O)c2ccc3nc4c(c(C(=O)O)c3c2)CCCCC4)CC1	-22%	-4	27%	8%	-2	16%	0.1	0.4	5
Cc1ccc(NS(=O)(=O)c2ccc(OCC(=O)NCc3ccccn3)cc2)cc1	-21%	.	13%	4%	.	3%	.	.	0
CCOC(=O)N1CCN(C(=O)C(CC)n2nc(C)c3sc4ccccc4c3c2=O)CC1 (stereo unspecified)	-28%	.	1%	2%	.	6%	.	.	-8
O=C(CC1NC(=O)NC1=O)Nc1ccccc1 (stereo unspecified)	-10%	5	8%	-1%	3	-5%	0.8	-1.3	1
N#CCCn1c(SCC(=O)c2c[nH]c3ccccc23)nc2ccccc21	-9%	13	10%[57.1 µM]	-9%	-6	7%	0.2	-0.9	3
CC(=O)NCCn1c(C)cc2ccccc21	-21%	8	-42%	16%[57.1 µM]	6	0%	0.3	0.1	-10
COc1ccc(C(=O)NC(=S)NNC(=O)c2ccccc2O)cc1	-3%	8	-8%[57.1 µM]	7%[57.1 µM]	4	2%	2.1	8.6	4
O=C1c2ccccc2C(=O)N1/N=C/c1ccc(O)c(O)c1O	?	4	-6%	-24%	0	10%	0.0	0.3	-9
COc1ccc(C(=O)O/N=C2\CCS(=O)(=O)c3sccc32)cc1	-4%	24	-7%	-6%	-4	-3%	0.5	0.5	6
COC(=O)c1ccsc1NC(=O)c1cccc(OC)c1	-23%	0	26%[57.1 µM]	1%[57.1 µM]	-6	4%	0.2	1.7	-1
NNC(=O)c1ccc([N+](=O)[O-])c(CS(=O)(=O)c2ccc(Cl)cc2)c1	-19%	-1	3%	0%	-9	10%	-0.6	0.2	-8
Cc1csc2nc(COc3ccc(NC(=O)C(C)C)cc3)cc(=O)n12	-17%	3	5%	-1%	.	1%	0.0	.	-6
O=C(OCC(=O)N1CCCc2ccccc21)c1cc(S(=O)(=O)N2CCOCC2)ccc1F	-13%	-5	11%	4%	29	0%	-0.3	1.1	0
CC1CCCC(NC(=O)COC(=O)c2ccc([N+](=O)[O-])s2)C1C (stereo unspecified)	?	.	0%	6%	.	4%	.	.	0
